TNAP activators – human TNAP enzyme activators, primary screen, biochemical, luminescent, no phosphate acceptor, uHTS (AID 1001); one-dose activation fold at 20 µM; EC50 in µM for titrated hits; 200,000 compounds, 0.03% hits; purified TNAP, luminescent activation assay, no phosphate acceptor; higher activation fold means a stronger effect; in the data active = activation fold from about 3, or a potency from the dose series; inactive = the rest, 99 in 100 with activation fold below about 1.6; note: many of its hits are not listed in these tables
Salmonella PhoP GFP – PhoP-dependent GFP reporter repression – Salmonella Typhimurium, primary screen (AID 1863). S. Typhimurium PhoP-regulated promoter GFP reporter, 4 h; higher % means a stronger effect. inhibition, % at 50 µM, or IC50 in µM where a hit was titrated. 300,000 compounds, 0.16% hits;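 active = inhibition over 29.93%, a cutoff 3 SD above the screen mean, later confirmed by dose response; inconclusive = inhibition over 29.93% but no dose response follow-up; inactive = inhibition at most 29.93% or unconfirmed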;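 note: 0% = low Mg2+ inducing control and 100% = high Mg2+ repressing control; strong numbers were not always called active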
Large T inhibition – TAg ATPase/helicase activity blockers – biochemical (AID 1903). SV40 large T antigen ATPase/helicase inhibition assay; higher % means a stronger effect. inhibition, % at 20 µM, or IC50 in µM where a hit was titrated. 310,000 compounds, 0.39% hits; in the data active = a potency from the dose series; inconclusive = inhibition mostly from about 32% at the one dose, without a potency; inactive = the rest, 99 in 100 with inhibition below about 32%; note: strong numbers were not always called active
K1F lysis inhibition – inhibition of K1F phage lysis, E. coli UTI89, bacterial capsule biogenesis inhibitors, alamar blue (AID 488966); E. coli UTI89 K1F phage lysis, alamar blue, 2 h; higher % means a stronger effect; inhibition, % at 100 µM, or IC50 in µM where a hit was titrated; 340,000 compounds, 0.02% hits;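 active = phage lysis inhibition, versus mean bacterial control, above a set limit; inconclusive = no clear call, values can overlap the other calls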;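 note: capsule biogenesis inhibitors block K1F phage lysis so surviving cells raise fluorescence; higher fluorescence means more inhibition of phage lysis; actives were called in the ten point dose series up to 300 µM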
RSV antiviral HEp-2 – RSV antiviral activity via CPE protection, HEp-2 cells, primary 10 µM value included (AID 2391); 310,000 compounds, 0.13% hits; HEp-2 cells, RSV-induced CPE inhibition; higher % means a stronger effect; one-dose CPE inhibition, % at 10 µM; IC50 in µM for titrated hits; in the data active = a potency from the dose series; inconclusive = CPE inhibition mostly from about 23% at the one dose, without a potency; inactive = the rest, 99 in 100 with CPE inhibition below about 21%; note: strong numbers were not always called active
Myeloid diff MLP – myeloid differentiation induction. ER-HoxA9 myeloid progenitors, lysozyme-GFP differentiation, flow cytometry. calls only at 10 µM. 360,000 compounds, 1% hits. AID 624256;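 active = normalized GFP-positive differentiation at or above the plate's own cutoff, the solvent-only control mean plus 3 SD; inconclusive = no clear call, values can overlap the other calls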;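 note: cells exposed to compound for four days before flow analysis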
T cell HTS – modulates CD8 T cell binding to vesicles; 2C CD8+ T cell-vesicle binding, flow cytometry; active compounds read low; calls only at 7 µM; 330,000 compounds, 0.068% hits;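 active = response, share of CD8 T cells binding vesicles, and their 90th percentile fluorescence all below set limits, cut at about 80% in these data, passing the limit was not always enough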
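Assay system – 2C mouse CD8+ T cells · Also added – QL9-loaded Drosophila micro-vesicles · Timing – Cell–vesicle co-incubation 1.5 h at 37 °C, staining 20 min on ice · Signal – flow cytometry of vesicle-bound cells · Measure – percent CD8+ FL2 mean versus row control · Controls – Peptide-free naked vesicles (low) and QL9 vesicles with 0.7% DMSO vehicle (high)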
Rac1 GTP hydrolysis – MgcRacGAP GTPase-activating activity inhibitors, confirmation, biochemical, ADP Hunter fluorescence | 340,000 compounds, 0.6% hits | MgcRacGAP-stimulated Rac1 GTP hydrolysis, ADP Hunter fluorescence; higher % means a stronger effect; GST-tagged Rac1 F28L mutant substrate | inhibition, % at 30 µM; hits with a dose series show IC50 in µM;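 active = first-screen hits whose inhibition reached a set limit at any dose in the follow-up dose series; inconclusive = inhibition above the set first-screen limit but never retested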;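 note: fluorescence reports GDP produced by GAP-driven GTP hydrolysis; strong numbers were not always called active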
NTR1 agonist – NTR1-driven beta-arrestin-GFP spot formation – imaging, U2OS cells, high content, primary screen (AID 493036); P30989; agonist mode; activation, % at 20 µM; 330,000 compounds, 0.17% hits;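 active = activation at or above 40% of the spot to cytoplasm intensity ratio, with at least 20 cells analyzed; inconclusive = wells under 20 cells, flagged as cytotoxic or low count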;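 note: 0% = DMSO without peptide and 100% = 100 nM NTR1 peptide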
Target sequence (P30989 whole entry, looked up): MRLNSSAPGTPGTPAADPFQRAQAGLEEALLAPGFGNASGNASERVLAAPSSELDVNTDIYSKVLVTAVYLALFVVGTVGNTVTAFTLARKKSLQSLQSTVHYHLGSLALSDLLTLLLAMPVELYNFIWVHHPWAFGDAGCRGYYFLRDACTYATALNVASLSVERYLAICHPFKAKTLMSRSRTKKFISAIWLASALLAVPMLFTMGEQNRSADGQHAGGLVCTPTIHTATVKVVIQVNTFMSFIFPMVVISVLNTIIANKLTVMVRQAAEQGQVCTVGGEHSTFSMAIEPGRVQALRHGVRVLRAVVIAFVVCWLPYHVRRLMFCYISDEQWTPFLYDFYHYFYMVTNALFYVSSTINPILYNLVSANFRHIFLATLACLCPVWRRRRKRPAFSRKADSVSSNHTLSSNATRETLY
T cell HTS vesicle-bound % – second read-out of T cell HTS, no call of its own (marks repeat the call); double positive events, %; measured here: CD8+ vesicle-bound cell fraction;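 binding gate set so that unloaded-vesicle control wells show 10% double positive cells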
NTR1 agonist cell count 20 µM – further read-out of NTR1 agonist, marked with its call; cell count; measured here: cell count, cytotoxicity flag
Myeloid diff MLP GFP+ MAC1+ % – recorded beside Myeloid diff MLP, whose call it bears; GFP+ MAC1+ double positive, %; measured here: differentiation confirmed by MAC1 staining
Starred values were filed as active, the others as inactive; i = inactive; ? = inconclusive; / = not tested or not shown; [ ] = another dose, or the depositor's remark.

SMILES	TNAP activators	Salmonella PhoP GFP	Large T inhibition	K1F lysis inhibition	RSV antiviral HEp-2	Myeloid diff MLP	Myeloid diff MLP GFP+ MAC1+ %	T cell HTS	T cell HTS vesicle-bound %	Rac1 GTP hydrolysis	NTR1 agonist	NTR1 agonist cell count 20 µM
O=C1/C(=C/c2cccnc2)CCc2c1[nH]c1ccccc21	1	-3%	2%	0.2%	?	i	0.2	i	29	4%	4.0	47
Cc1ccc(NC(=S)NCc2ccc(F)cc2)cc1	/	/	4%	-2.3%	-0.5%	i	0.2	i	35	9%	0.7	40
Cn1c(CNc2ccc(Cl)cc2)nc2ccccc21	1.1	-3%	-2%	0.3%	7.3%	i	0.8	i	57	5%	0.2	36
C/C(=N\NC(=O)CCn1nnc2ccccc21)c1cccs1	/	5%	-3%	0.0%	0.5%	i	0.7	i	32	0%	-0.5	48
COc1ccc(-c2[nH]c3ccccc3c2SCCN)cc1	/	3%	17%	0.4%	-0.8%	i	0.0	i	27	17%	1.8	38
COc1cccc(CC2(CO)CCCN(S(=O)(=O)N(C)C)C2)c1 (stereo not given)	1	-9%	3%	0.4%	-1.9%	i	0.2	i	51	8%	0.8	38
CCN(c1ccccc1)S(=O)(=O)c1ccc(C(=O)Nc2nnc(-c3ccco3)o2)cc1	1.4	-8%	5%	-0.1%	3.7%	i	0.5	i	58	-5%	-0.2	65
COc1cc(CN2CCNC(=O)C2CC(=O)N(Cc2nccn2C)C(C)C)cc(OC)c1 (stereo not given)	/	-12%	17%	3.3%[50 µM]	-1.1%	i	1.5	i	20	4%	-1.6	53
CCOC(=O)C(C)Sc1nc2ccccc2c(=O)n1CC1CCCCC1 (stereo not given)	1	-4%	/	1.4%	-0.7%	i	0.1	i	10	10%	7.3	72
O=C(c1ccc(Br)o1)N1CCN(Cc2ccccc2Cl)CC1	/	-8%	13%	0.1%	9.7%	i	0.4	i	24	8%	0.7	38
COc1ccc(NC(C)=O)cc1S(=O)(=O)Nc1ccc(C(=O)N2CCCC2)cc1	/	-2%	6%	0.3%	0.1%	i	0.1	i	56	11%	-0.8	60
Cc1cccc(OCCC(=O)Nc2ccc(F)c(F)c2)c1	1	-7%	19%	2.4%	19%	i	0.8	i	48	5%	1.7	47
CN1c2ccsc2C(O)=C(C(=S)Nc2ccccc2)S1(=O)=O	1	-14%	20%	13%	0.9%	i	0.1	i	10	8%	5.9	94
COc1cc(C2NC(=O)NC(C)=C2C(=O)OCC2CCCO2)cc(OC)c1OC (stereo not given)	1	/	/	0.1%	2.6%	i	0.9	i	54	12%	-0.6	87
O=C(Nc1cccc(O)c1)C1CCCN1C(=O)OCc1ccccc1 (stereo not given)	1.1	6%	-4%	-0.3%	1.9%	i	1.2	i	48	7%	0.5	43
COc1ccc2c(c1OC)C(=O)N1c3ccccc3N=C(c3ccc([N+](=O)[O-])cc3)CC21 (stereo not given)	0.9	4%	49%	2.2%[50 µM]	-0.1%	i	0.2	i	22	15%	/	/
CCC(=O)N1CCN=C1SCc1ccccc1	0.8	7%	13%	0.5%	4.4%	i	0.8	i	37	2%	1.8	59
Cc1c(C(=O)CN2CCN(c3ccccc3)CC2)c2ccccc2n1C	/	17%	0%	0.0%	?	i	0.5	i	22	6%	1.4	83
CC1(C)CC(=O)c2cc(C(=O)N3CCN(CCO)CC3)c(=O)n(-c3ccc(Cl)cc3)c2C1	1.1	-11%	3%	6.4%	-1.2%	i	6.2	i	5	0%	0.9	44
CCOc1nc(OCC)c2cnn(C)c2n1	/	0%	2%	0.4%	1.6%	i	0.4	i	41	5%	-1.1	41
COCCNC(=O)c1cc2c(=O)[nH]c3ccccc3c2s1	/	12%	-3%	0.0%	-0.9%	i	0.5	i	16	6%	0.0	43
Cc1ccc(/C(O)=C2\C(=O)C(=O)N(Cc3cccnc3)C2c2ccccc2[N+](=O)[O-])cc1 (stereo not given)	1.1	-10%	10%	1.4%	1.6%	i	0.3	i	45	3%	1.2	39
O=C(NCC1CCCO1)c1cccc(N2C(=O)C3C4C=CC(C4)C3C2=O)c1 (stereo not given)	1.1	-5%	10%	1.3%	3.9%	i	1.0	i	37	4%	1.9	57
NC(=O)NCC(=O)N1CCN(S(=O)(=O)c2ccc(Cl)s2)CC1	/	/	/	0.6%[50 µM]	0.9%	i	0.4	i	32	2%	-0.5	34
CN1C(=O)N(C)c2cccc3cccc1c23	/	-1%	22%	-0.1%	43%	i	0.6	i	26	6%	1.2	41
CCn1c(=O)cc(SCC(=O)N2CCN(c3ccccn3)CC2)c2ccccc21	1.1	-17%	4%	0.4%	/	i	0.5	/	/	-3%	/	/
COc1ccc(-c2ccc(N)cn2)cn1	/	/	/	0.8%	1.9%	i	1.4	i	16	5%	-1.1	39
O=C(COc1ccc(Cl)cc1)NCc1nnc(SCC(=O)Nc2ccc(F)cc2F)o1	1.1	-11%	4%	-0.3%	1.6%	i	0.3	i	50	0%	-1.9	77
OCCN(Cc1ccccc1)CC1CC2C=CC1C2 (stereo not given)	1.1	3%	8%	4.9%	0.0%	i	5.2	i	51	15%	0.5	71
Cc1ccc2c(C(=O)CN3CCOCC3)c(C)[nH]c2c1	1.1	8%	18%	-6.1%	1.8%	i	2.4	i	42	-10%	-1.4	92
Cc1cccc(NC(=O)c2ccccc2Br)n1	1.2	-3%	3%	0.3%	-0.8%	i	2.1	i	24	14%	-1.9	80
CN(c1ccc(C(=O)NCc2ccc3c(c2)OCO3)cc1)S(=O)(=O)c1ccccc1	1.1	-5%	13%	-1.9%	0.4%	i	1.3	i	46	2%	0.4	64
Nc1c(C(=O)c2ccccc2O)cnn1-c1ccc(S(=O)(=O)N2CCOCC2)cc1[N+](=O)[O-]	0.9	-4%	2%	/	1.9%	/	/	i	60	/	0.9	76
COc1ccc(NC(=O)C2CCCN(S(=O)(=O)c3c(C)n[nH]c3C)C2)cc1 (stereo not given)	0.7	-2%	4%	6.8%	1.2%	i	1.2	i	60	6%	-3.1	51
O=C(Nc1cccnc1)c1cc(Cl)ccc1Cl	/	4%	7%	0.9%	0.3%	i	0.5	i	56	3%	1.0	40
CN1CCC(NC(=S)Nc2cccc([N+](=O)[O-])c2)CC1	1	0%	3%	0.1%	-0.5%	i	0.7	i	6	5%	0.5	37
CCOC(=O)c1c(NC(=O)C(C)N2CCN(S(=O)(=O)c3cccs3)CC2)sc2c1CCC(C)C2 (stereo not given)	1.1	-1%	27%	2.8%	5.2%	i	0.3	i	32	11%	2.4	57
C=C1N(c2ccc(Cl)cc2)C(=O)OC1(C)C	1	-1%	-1%	0.9%	1.5%	i	0.4	i	13	2%	-1.4	98
COc1cccc(OCC(=O)NNC(=O)c2ccc3ccccc3c2O)c1	/	/	/	1.5%[50 µM]	/	i	1.0	/	/	15%	1.1	56
CCc1cccc2c(C(=O)COC(=O)/C=C/c3ccccc3OC)c[nH]c12	0.9	10%	17%	0.5%[50 µM]	3.0%	i	0.3	i	4	0%	11	50
C#CC[N+](C)(C)CCCCCCCCCCCC	1	?	10%	-2.6%	-1.4%	i	0.9	i	27	7%	-0.8	49
COc1ccc(Cc2nc(C(=O)Nc3ccc(OC)cc3)cs2)cc1	1.1	-14%	2%	6.1%	4.2%	i	1.4	i	44	3%	0.0	40
Cc1nnc(SCC(=O)N2CCOCC2)n1C	1.1	7%	8%	1.8%	2.4%	i	0.6	i	42	13%	-2.0	32
CCC(CC)NC(=O)c1cccc(Oc2ccccc2)c1	1	-3%	4%	-1.4%	2.1%	i	0.3	i	41	-3%	0.7	41
Nc1ccc(N2CCN(c3ccccc3)CC2)c(F)c1	1.1	-3%	35%	-0.2%	-2.2%	i	0.2	i	12	47µM*	-0.6	41
Cc1cc(Br)ccc1NC(=O)CCN1C(=O)c2ccncc2C1=O	1	-4%	5%	0.5%	-0.8%	i	0.3	i	34	7%	-4.6	83
CCOc1c(Br)cc(C(=O)OCC(=O)N2CCc3ccccc3C2)cc1OC	/	/	/	-0.1%[50 µM]	2.2%	i	0.2	i	20	7%	1.5	61
O=C(CSc1nc2ccccc2n1CCc1ccccc1)c1ccc(O)c(O)c1	0.6	1%	36µM*	0.7%	/	i	1.0	/	/	?	/	/
N#Cc1c(N2CCOCC2)nc(N)c2c(N)nc3c(c12)CC(CCl)O3 (stereo not given)	/	-13%	9%	2.9%[50 µM]	-1.2%	i	0.1	i	55	8%	2.7	47
COc1ccccc1CCNC(=O)C(=O)NCCC1CCCCN1S(=O)(=O)c1ccccc1 (stereo not given)	/	9%	2%	0.0%[50 µM]	6.0%	i	0.8	i	16	3%	0.1	63
Further structures follow:
SMILES	TNAP activators	Salmonella PhoP GFP	Large T inhibition	K1F lysis inhibition	RSV antiviral HEp-2	Myeloid diff MLP	Myeloid diff MLP GFP+ MAC1+ %	T cell HTS	T cell HTS vesicle-bound %	Rac1 GTP hydrolysis	NTR1 agonist	NTR1 agonist cell count 20 µM
Cc1ccc(S(=O)(=O)NC(=O)c2cc(C)n(-c3cc(S(=O)(=O)N4CCOCC4)ccc3N3CCCC3)c2C)cc1	1.2	-4%	31%	-0.1%	/	i	5.5	i	21	14%	1.7	50
Cc1cccc(C)c1NC(=O)CC(C)c1ccccc1 (stereo not given)	/	2%	7%	-1.8%	2.4%	i	1.7	i	17	-7%	0.2	57
CCCCCn1c(SCC(=O)OCC)nc2cc(C(=O)N3CCC(C(N)=O)CC3)ccc2c1=O	1.1	-8%	-1%	-0.6%	1.4%	i	3.0	i	20	-1%	1.8	76
O=C(Cc1ccccc1)NCCS(=O)c1ccc(Cl)cc1 (stereo not given)	1.1	8%	16%	-0.2%	2.3%	i	2.0	i	27	0%	0.0	52
O=C(Nc1ccc(N2CCN(c3ncccc3C(F)(F)F)CC2)nc1)c1cccs1	/	9%	20%	5.5%	/	i	0.2	i	42	6%	34	36

Source: PubChem BioAssay
